# CHRM4 antagonist: human M4 muscarinic receptor antagonists, primary screen, CHO cells, Fluo-8 calcium fluorescence | inhibition, % at 3 µM | 360,000 compounds, 0.73% hits | AID 624125, 2012 | CHO-hM4 cells, ACh EC80 | Muscarinic acetylcholine receptor M4 (Homo sapiens), P08173;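 active = inhibition above its plate's cutoff, the mean inhibition of sample wells plus 3 SD, cut at about 27% in these data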;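 note: 0% = acetylcholine EC80 with DMSO and 100% = DMSO without agonist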
# Target sequence (P08173 whole entry, looked up): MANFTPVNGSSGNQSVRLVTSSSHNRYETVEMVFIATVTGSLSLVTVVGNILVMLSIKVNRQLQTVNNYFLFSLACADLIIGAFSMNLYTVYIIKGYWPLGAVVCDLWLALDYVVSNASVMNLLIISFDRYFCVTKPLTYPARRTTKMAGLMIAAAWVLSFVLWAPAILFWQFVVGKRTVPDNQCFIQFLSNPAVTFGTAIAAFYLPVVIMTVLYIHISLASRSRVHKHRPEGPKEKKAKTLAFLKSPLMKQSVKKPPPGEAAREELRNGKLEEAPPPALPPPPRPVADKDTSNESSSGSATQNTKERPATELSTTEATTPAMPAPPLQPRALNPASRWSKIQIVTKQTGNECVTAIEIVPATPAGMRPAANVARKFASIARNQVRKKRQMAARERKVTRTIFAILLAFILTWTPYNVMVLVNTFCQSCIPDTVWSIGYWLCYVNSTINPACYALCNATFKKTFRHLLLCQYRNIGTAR
# CHO-K1 Ca antag: nonselective inhibitor or artifact in parental CHO-K1 cells. ATP-induced calcium, Fluo-8 fluorescence. inhibition, % at 3 µM. 360,000 compounds, 0.6% hits;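 active = inhibition above a per-plate cutoff, the plate's mean sample inhibition plus 3 SD, cut at about 24% in these data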;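 note: 0% = DMSO plus EC80 ATP and 100% = DMSO alone without ATP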
# CHRM1 PAM: human M1 muscarinic receptor positive allosteric modulators, primary screen, CHO-K1 cells, Fluo-8 calcium fluorescence, 1536-well | CHO-K1 hM1, ACh EC20; 0% = ACh EC20, 100% = maximal ACh | activation, % at 3 µM | 360,000 compounds, 0.088% hits | AID 588819, 2011; in the data active = activation above about 19%, passing the limit was not always enough
# Target sequence (P11229 whole entry, looked up): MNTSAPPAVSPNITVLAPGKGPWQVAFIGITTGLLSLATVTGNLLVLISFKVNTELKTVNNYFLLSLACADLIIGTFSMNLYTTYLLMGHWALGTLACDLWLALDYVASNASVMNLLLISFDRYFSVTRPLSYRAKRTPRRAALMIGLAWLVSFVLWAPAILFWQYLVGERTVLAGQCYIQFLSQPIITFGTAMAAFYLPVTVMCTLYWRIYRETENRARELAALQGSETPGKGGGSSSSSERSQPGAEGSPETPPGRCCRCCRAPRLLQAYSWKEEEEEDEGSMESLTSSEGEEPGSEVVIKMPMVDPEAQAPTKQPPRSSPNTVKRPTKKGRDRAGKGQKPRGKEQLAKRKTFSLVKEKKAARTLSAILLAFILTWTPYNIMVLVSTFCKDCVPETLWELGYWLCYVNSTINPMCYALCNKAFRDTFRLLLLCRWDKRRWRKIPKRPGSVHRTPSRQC
# M1 antag: human M1 muscarinic receptor antagonists, primary screen, CHO-K1 cells, Fluo-8 calcium fluorescence, 1536-well | AID 588852, 2011 | Muscarinic acetylcholine receptor M1 (Homo sapiens), P11229 | CHO-K1 hM1, ACh EC80 antagonist | inhibition, % at 3 µM | 360,000 compounds, 1.3% hits;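 active = percent inhibition above its own plate's cutoff, namely the mean of that plate's compound wells plus 3 SD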;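 note: peak over basal fluorescence ratio during 140 s after agonist addition; 0% = ACh EC80 plus DMSO and 100% = DMSO alone without agonist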
# CHO parental Ca: ATP-evoked calcium signal inhibitors, parental CHO, primary screen, counter-screen for OX1R antagonist project, cell-based, fluorescence, Fluo-8 calcium dye. parental CHO-K1, ATP-induced calcium, Fluo-8 fluorescence. inhibition, % at 5.6 µM. 330,000 compounds, 0.63% hits;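 active = inhibition above that plate's mean sample inhibition plus 3 SD, cut at about 26% in these data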;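 note: 0% = ATP-challenged DMSO wells and 100% = DMSO wells without ATP; some compounds past the cut are filed as inactive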
#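 Test system: parental CHO cells; detection: calcium-sensitive Fluo-8 fluorescence; evaluation: percent inhibition of calcium signal; also added: ATP as calcium-mobilizing challenge; repeats: one well per compound; control set: ATP-challenged DMSO wells low, unchallenged DMSO wells high; compound: single nominal dose of 5.6 µM per compound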
# CHRM4 agonist: human M4 muscarinic receptor agonists, primary screen, CHO-K1 cells, Fluo-8 calcium fluorescence; Muscarinic acetylcholine receptor M4 (Homo sapiens), P08173; CHO-K1 hM4/Gqi5; vehicle 0%, full acetylcholine response 100%; activation, % at 3 µM; 360,000 compounds, 0.14% hits; AID 624127, 2012;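 active = activation above the run mean over all test wells plus 3 SD, cut at about 32% in these data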;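 note: peak over basal fluorescence ratio per well then scaled between controls; 0% = DMSO wells and 100% = acetylcholine at EC100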
# M1 ag parental: counter-screen for M1 agonists: effect in parental CHO-K1 cells; 360,000 compounds, 0.48% hits; AID 602248, 2012; Fluo-8 calcium fluorescence; scaled to maximal ATP response, vehicle zero; activation, % at 3 µM; in the data active = activation above about 15%;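 note: untransfected CHO-K1 host cells lacking M1 receptor as counterscreen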
# CHRM1 agonist: human M1 muscarinic receptor agonists, primary screen, Fluo-8 calcium fluorescence, CHO-K1 cells, HTS. CHO-K1 hM1, agonist mode; 0% DMSO, 100% acetylcholine EC100. activation, % at 3 µM. 360,000 compounds, 0.33% hits. AID 588814, 2011;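 active = activation above the run's mean compound activation plus 3 SD, cut at about 16% in these data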;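 note: peak over basal fluorescence ratio within a 140 s kinetic read after compound addition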
# OXTR potentiate: human OXTR potentiators, primary screen, fluorescence, CHO-OTR cells, Fluo-8 calcium; 320,000 compounds, 0.061% hits; Fluo-8 calcium fluorescence, potentiator mode; 0% = oxytocin EC15, 100% = EC100; activation, % at 3 µM; AID 2445, 2010; Oxytocin receptor (Homo sapiens), P30559;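 active = activation above that plate's cutoff, the mean activation of tested compounds plus 3 SD, cut at about 6.6% in these data, passing the limit was not always enough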;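 note: 100% uses oxytocin at 75 nM as the full agonist control; some results filed as inactive read as strong as hits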
#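 Assay system: CHO-OTR cells, human receptor / Also added: oxytocin at about EC15, sub-maximal agonist stimulus / Dosing: single dose, 3.0 µM nominal final compound concentration / Incubation: 6 min pre-incubation, 100 s read / Technique: Fluo-8 calcium dye fluorescence / Read-out: % activation vs EC15 and EC100 oxytocin / Benchmarks: EC15 oxytocin low, 75 nM oxytocin high / Replicates: singlicate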
# An asterisk follows results filed as active; / = not tested or not shown.
no. | Compound | CHRM4 antagonist | CHO-K1 Ca antag | M1 antag | CHO parental Ca | OXTR potentiate | M1 ag parental | CHRM1 PAM | CHRM1 agonist | CHRM4 agonist
1 | CN1CCc2c(sc(NC(=O)c3ccc(S(=O)(=O)N4CCCC4)cc3)c2C(N)=O)C1 | -1 | -9 | -14 | -4 | -5 | 1.3 | 17 | -2 | 3
2 | CC(=O)c1ccc(NC(=S)Nc2cccc3cnccc23)cc1 | -13 | -7 | -15 | -17 | -6 | 0.1 | 10 | -4 | 2
3 | Cc1cc(F)ccc1S(=O)(=O)Nc1ccccc1C(=O)NCc1ccccn1 | -8 | -17 | -7 | -13 | -6 | 9.0 | 7 | -4 | 1
4 | Cc1cc(C)c(C(=O)CC2(O)C(=O)Nc3ccccc32)cc1C (stereo not given) | -8 | 6 | -8 | -13 | -2 | 0.7 | 8 | -2 | 5
5 | CCCN(CC(=O)Nc1ccccc1C)C(=O)c1ccc(S(=O)(=O)N2CCCCCC2)cc1 | -3 | -1 | -10 | -16 | 0 | 9.9 | 11 | -4 | 5
6 | CC(C)c1ccc(-c2csc3nc[nH]c(=O)c23)cc1 | 8 | -8 | -6 | -8 | -1 | 1.4 | 9 | 1 | 1
7 | CCOc1ccc(C(=O)NCCN2CCOCC2)cc1 | 2 | 17 | -4 | -5 | -11 | 0.4 | 1 | -5 | 0
8 | Cc1cc(C)c(OCC(=O)N2CC=C(c3ccccc3)CC2)c(C)c1 | -11 | 1 | -6 | 0 | -10 | 0.0 | 16 | 3 | 1
9 | N#CC1c2ccccc2C=CN1C(=O)N(c1ccccc1)c1ccccc1 (stereo not given) | -9 | 4 | -1 | / | / | -0.5 | 2 | -4 | -1
10 | Cc1ccc(C(=O)N2CCN(c3ncnc4c3cnn4-c3ccccc3)CC2)cc1 | -17 | -10 | -7 | -19 | -3 | 0.5 | 0 | -3 | 2
11 | O=C(O)c1cc(N2CCCC2)ccn1 | -29 | -13 | -24 | / | / | 0.2 | 9 | 1 | 1
12 | Cc1ccc(-n2nnnc2SCC(=O)NCC2(N3CCCCC3)CCCCC2)c(C)c1 | 3 | -14 | -9 | -34 | -4 | -0.4 | -4 | -8 | 1
13 | O=C(N[C@H]1C/C=C\C[C@H](CC(=O)N(CCO)Cc2ccccc2)C(=O)N[C@@H](c2ccccc2)COC1=O)OCC1c2ccccc2-c2ccccc21 | 6 | -1 | -9 | -25 | -9 | 0.5 | 11 | -13 | 0
14 | Cc1ccc(S(=O)(=O)N2CCCOC2CNC(=O)C(=O)NCc2cccnc2)cc1 (stereo not given) | 1 | -2 | 5 | -9 | 2 | -0.1 | -4 | -4 | 1
15 | COc1cccc(N2CCN(C(=S)NCc3ccco3)CC2)c1 | 10 | 26* | 1 | -5 | -6 | -0.4 | 12 | -1 | 2
16 | O=C(/C=C/c1ccc(Cl)c(C(F)(F)F)c1)N1CCN(c2ccccn2)CC1 | -5 | -12 | -9 | -27 | -11 | 0.5 | 8 | -3 | 1
17 | CCCNC(=O)C1(C)CCN(C(=O)Cc2ccc3ccccc3c2)C1 (stereo not given) | 0 | -7 | -12 | / | / | 0.7 | 9 | -5 | 1
18 | COC(=O)c1ccc(NC(=O)CSc2nccn2CCc2ccccc2)cc1 | -4 | -6 | 0 | -18 | -15 | 4.4 | -1 | -1 | 9
19 | CC(=O)Cn1c(CN2CCCC2)nc2ccccc2c1=O | 3 | -10 | -3 | -1 | -6 | 0.4 | 7 | -2 | 0
20 | CC(=O)c1ccc(S(=O)(=O)N2CCN(CC(=O)Nc3ccc(Cl)c([N+](=O)[O-])c3)CC2)cc1 | -6 | -1 | 11 | 4 | -9 | 4.2 | -9 | -3 | 17
21 | Cc1ccc(N2CCN(c3ccc(NC(=O)CCC(=O)O)cc3)CC2)cc1 | -2 | -14 | -12 | -13 | -6 | 0.1 | 11 | -7 | 1
22 | CCCC(C(=O)Nc1nccs1)c1ccccc1 (stereo not given) | -8 | -9 | -4 | -29 | -13 | 1.1 | 0 | -2 | 2
23 | COCCn1cc(C(=O)NCCN(C)C)c2c3ccccc3n(C)c2c1=O | -13 | -12 | -12 | 6 | -5 | -0.5 | 8 | -4 | -1
24 | COc1nccc(C(F)(F)F)c1C(=O)Nc1ccc(Cl)cc1 | 7 | -7 | -13 | -13 | -2 | 0.7 | 8 | -4 | 0
25 | CCC(CO)NCc1ccc(Br)cc1 (stereo not given) | -4 | -14 | -2 | -1 | 0 | 0.6 | 4 | -11 | 0
26 | CC1(C(=O)NCCC#N)CCN1C(=O)CC(c1ccccc1)c1ccccc1 (stereo not given) | -8 | -9 | -6 | / | / | 0.6 | -1 | -3 | 0
27 | COCCNC(=O)CSc1c2c(nc3ccc(Cl)cc13)CCCC2 | -5 | -4 | -10 | 5 | -13 | 1.1 | 9 | -12 | 1
28 | CC(=O)c1cc(Cc2csc(C(C)=O)c2)cs1 | 1 | -17 | -5 | -12 | -4 | 0.2 | 2 | -7 | 1
29 | Cc1onc(-c2ccccc2)c1C(=O)OCCOc1ccccc1F | -8 | -15 | 1 | -10 | -8 | 4.2 | 1 | -6 | 3
30 | COc1ccc(CCNc2oc(Cc3cccc4ccccc34)nc2C#N)cc1OC | 13 | 17 | 15 | 4 | -10 | 0.8 | -3 | -3 | 3
31 | Fc1cccc(Cc2noc(CN3CCCN(C4Cc5ccccc5C4)CC3)n2)c1 | 54* | -11 | 93* | -22 | -14 | 1.1 | -34 | -13 | 2
32 | Cc1cccc(NS(=O)(=O)c2ccc(OCC(=O)N3CCCC3)cc2)c1 | -11 | -7 | -8 | -5 | -7 | 3.1 | 9 | 1 | 4
33 | Cc1ccc([N+](=O)[O-])c2c1C(N1CCCCC1)C(C)(C)O2 (stereo not given) | 5 | -2 | 6 | -16 | 4 | -0.7 | 0 | -6 | 0
34 | O=S(=O)(Nc1cccc2cccnc12)c1ccccc1 | 42* | 5 | 9 | 26 | -3 | 2.2 | -2 | -4 | 2
35 | CCc1nc(SCC(=O)NCc2ccco2)c2c(=O)n(C)c(=O)n(C)c2n1 | -11 | 20 | -5 | -5 | -3 | -0.3 | 0 | -5 | 1
36 | Cc1cc(=O)c2ccccc2n1Cc1ccccc1 | -15 | -2 | -5 | -13 | -11 | 5.5 | -4 | -3 | 8
37 | CC1(C)CC2(C)OC2C2(C1)N=NC(=Nc1ccccc1)O2 (stereo not given) | 7 | 1 | -6 | / | / | 0.2 | 7 | -4 | 1
38 | O=C1C2C3C=CC(c4ccccc4)(C2C(=O)N1c1cccc(Cl)c1)C1C(=O)N(c2cccc(Cl)c2)C(=O)C31 (stereo not given) | -4 | -1 | 14 | -10 | -5 | 0.8 | 0 | -2 | 2
39 | NC(=O)CCSC(=S)N1CCOCC1 | -9 | -17 | 1 | -6 | -5 | 0.0 | 3 | -2 | 5
40 | Cc1noc(C)c1COc1ccccc1C(=O)NC(C)c1ccc(F)cc1 (stereo not given) | -14 | 0 | -3 | / | / | 1.3 | 1 | 0 | 8
41 | COc1cnc(SCc2ccc(Cl)cc2Cl)nc1Cl | 6 | 21 | 16 | -27 | -6 | -0.2 | -9 | -3 | -2
42 | CCn1nc(C)c(Br)c1-c1nc(CS(=O)(=O)c2ccsc2)no1 | -4 | -12 | -16 | -21 | 0 | 1.5 | 10 | -1 | 2
43 | O=C(NNC(=O)c1cc2ccccc2cc1O)Nc1ccc(Br)cc1 | -1 | 8 | 22 | -11 | -5 | 1.9 | -8 | 0 | 6
44 | CCCCCCCCN1C(=O)[C@H](CC(=O)N2CCSCC2)C[C@@]2(C(=O)OCC)CCCC=C12 | -17 | -11 | / | / | / | -0.7 | / | / | -3
45 | Cc1ccc(/C=N/NC(=O)CN2C(=O)CSc3ccccc32)o1 | 2 | -10 | -11 | -15 | -4 | 0.7 | 7 | -3 | 1
46 | CCOc1cc(/C=C2\SC(N3CCCCC3)=NC2=O)ccc1O | -3 | -6 | -10 | -8 | -12 | -1.8 | 14 | -2 | -1
47 | Cc1nnc(NS(=O)(=O)c2ccc(N=Nc3ccc(N)nc3N)cc2)s1 | 2 | -6 | -1 | / | / | -0.7 | 16 | 0 | 0
48 | CSc1nsc(/C=C/Nc2ccc(C)cc2)c1C#N | 3 | -2 | -11 | -2 | -7 | -0.2 | 9 | -3 | 1
49 | N/C(=N\OS(=O)(=O)c1ccc(Cl)cc1)c1ccncc1 | 7 | 3 | 1 | -2 | 1 | 8.0 | 9 | -6 | 0
50 | Cc1ccc(-c2[nH]n3c(=O)c4c(nc3c2C)CCCC4)cc1 | 1 | -2 | -5 | -10 | -13 | 0.5 | -2 | -6 | -1

# Laid out differently: entries from further up.
31: Fc1cccc(Cc2noc(CN3CCCN(C4Cc5ccccc5C4)CC3)n2)c1
32: Cc1cccc(NS(=O)(=O)c2ccc(OCC(=O)N3CCCC3)cc2)c1
33: Cc1ccc([N+](=O)[O-])c2c1C(N1CCCCC1)C(C)(C)O2 (stereo not given)
34: O=S(=O)(Nc1cccc2cccnc12)c1ccccc1
35: CCc1nc(SCC(=O)NCc2ccco2)c2c(=O)n(C)c(=O)n(C)c2n1
36: Cc1cc(=O)c2ccccc2n1Cc1ccccc1
Screen / compound no.	31	32	33	34	35	36
CHRM4 antagonist	54*	-11	5	42*	-11	-15
CHO-K1 Ca antag	-11	-7	-2	5	20	-2
M1 antag	93*	-8	6	9	-5	-5
CHO parental Ca	-22	-5	-16	26	-5	-13
OXTR potentiate	-14	-7	4	-3	-3	-11
M1 ag parental	1.1	3.1	-0.7	2.2	-0.3	5.5
CHRM1 PAM	-34	9	0	-2	0	-4
CHRM1 agonist	-13	1	-6	-4	-5	-3
CHRM4 agonist	2	4	0	2	1	8

# Going on with the list.
no. | Compound | CHRM4 antagonist | CHO-K1 Ca antag | M1 antag | CHO parental Ca | OXTR potentiate | M1 ag parental | CHRM1 PAM | CHRM1 agonist | CHRM4 agonist
51 | COc1cc(NC(=O)CSc2nc3ccccc3c(=O)n2C)ccc1NC(=O)c1ccco1 | -6 | -13 | -9 | -21 | 2 | -0.6 | 1 | 1 | 0
52 | CCOC(=O)C1CCCN(S(=O)(=O)CCNC(=O)c2ccccc2)C1 (stereo not given) | -7 | -11 | -10 | 6 | 0 | 1.9 | 6 | 16 | 2
53 | COC(=O)c1ccccc1NC(=O)C(=O)NCC1CCCO1 (stereo not given) | -1 | -8 | -14 | 5 | -10 | 0.6 | 4 | -8 | 1
54 | O=C(NCCCN1CCCC1=O)c1cccc(C(F)(F)F)c1 | -12 | -6 | -3 | -8 | -5 | 3.0 | 8 | 0 | 0

# Screens: PubChem, The Scripps Research Institute Molecular Screening Center
